Source: PubChem (Sanford-Burnham Center for Chemical Genomics)
Apaf1 inhib: inhibitors of human Apaf-1 apoptosome; reconstituted apoptosome caspase-3 activity, DEVD-Rh110 fluorescence; inhibition, % at 20 µM; actives 0.71% (n = 330,000); AID 489030; active means inhibition of at least 40% at 20 µM;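 further: plate controls were DMSO wells for no effect and DEVD-CHO caspase inhibitor wells for full effect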
Target sequence (O14727 whole entry, looked up): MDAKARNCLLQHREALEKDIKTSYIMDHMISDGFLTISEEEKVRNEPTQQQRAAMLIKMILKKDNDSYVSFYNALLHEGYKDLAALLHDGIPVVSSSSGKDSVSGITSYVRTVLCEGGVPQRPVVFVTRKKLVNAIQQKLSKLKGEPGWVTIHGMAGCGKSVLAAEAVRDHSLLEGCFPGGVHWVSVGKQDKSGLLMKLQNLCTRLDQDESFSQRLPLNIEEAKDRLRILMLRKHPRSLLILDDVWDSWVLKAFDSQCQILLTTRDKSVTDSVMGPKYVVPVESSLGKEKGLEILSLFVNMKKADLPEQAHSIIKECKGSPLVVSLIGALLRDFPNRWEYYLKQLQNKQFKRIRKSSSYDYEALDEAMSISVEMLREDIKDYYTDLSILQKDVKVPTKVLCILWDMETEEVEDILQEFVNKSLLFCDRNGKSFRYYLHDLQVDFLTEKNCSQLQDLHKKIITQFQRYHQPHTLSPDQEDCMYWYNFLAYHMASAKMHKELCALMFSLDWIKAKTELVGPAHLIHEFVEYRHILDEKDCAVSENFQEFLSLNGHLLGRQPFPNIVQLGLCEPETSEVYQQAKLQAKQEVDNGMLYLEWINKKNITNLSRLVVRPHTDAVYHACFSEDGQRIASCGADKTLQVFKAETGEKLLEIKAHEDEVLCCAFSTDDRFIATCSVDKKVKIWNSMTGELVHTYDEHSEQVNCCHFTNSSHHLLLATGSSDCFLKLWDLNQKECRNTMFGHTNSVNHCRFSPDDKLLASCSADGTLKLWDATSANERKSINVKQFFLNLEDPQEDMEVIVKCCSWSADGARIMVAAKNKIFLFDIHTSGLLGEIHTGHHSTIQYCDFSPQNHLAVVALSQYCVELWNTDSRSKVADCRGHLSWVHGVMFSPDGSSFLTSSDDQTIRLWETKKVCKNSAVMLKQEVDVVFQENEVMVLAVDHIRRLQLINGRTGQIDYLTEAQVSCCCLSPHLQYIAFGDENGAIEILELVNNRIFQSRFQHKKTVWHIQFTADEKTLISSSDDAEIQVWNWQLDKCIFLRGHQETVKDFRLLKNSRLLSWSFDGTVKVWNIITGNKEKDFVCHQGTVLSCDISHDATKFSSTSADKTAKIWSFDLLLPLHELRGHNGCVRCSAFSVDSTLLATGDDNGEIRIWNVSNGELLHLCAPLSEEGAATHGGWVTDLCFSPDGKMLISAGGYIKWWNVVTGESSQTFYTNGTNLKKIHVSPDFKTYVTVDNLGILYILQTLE
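System – cell-free apoptosome with Apaf-1, procaspase-3 and caspase-9 · Buffer or medium – pH 7.5 Hepes buffer with CHAPS, BSA, DTT · Also added – cytochrome c with DEVD-Rh110 · Times – 30 min compound preincubation, 50 min activation, room temperature · Technique – Rh110 fluorescence intensity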
TIM10 inh: TIM10 yeast growth inhibition. S. cerevisiae TIM10 strain growth, BacTiter-Glo luminescence, 24 h. inhibition, % at 10 µM. actives 1.4% (n = 330,000). AID 463195;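 active means inhibition of 40% or more at the single tested concentration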;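 further: wild-type TIM10 isogenic control strain grown at permissive 25 °C; 0% = DMSO yeast wells and 100% = minimal medium wells without yeast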
hIAP block: blocks human intestinal alkaline phosphatase; P09923; purified IAP, CDP-Star luminescence, 30 min; inhibition, % at 10 µM; actives 0.12% (n = 330,000); AID 2544;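 active means inhibition reaching a set limit with compound at 10 µM in the primary screen, cut at about 35% in these data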;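 further: plate controls were DMSO wells with enzyme for no effect and no-enzyme buffer wells for full effect; values of inactives mirror those of a sister screen read the other way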
tim10-1 inh: growth inhibitors of tim10-1 mutant yeast. inhibition, % at 20 µM. S. cerevisiae tim10-1 ts strain growth, BacTiter-Glo, 24 h. actives 2.2% (n = 330,000);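 active means inhibition of at least 40%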;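 further: mutant grown at 25 °C; 0% = DMSO wells with yeast and 100% = wells holding no yeast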
hIAP act: human IAP activation; activation factor at 10 µM; actives 0.16% (n = 330,000); P09923; purified human IAP, CDP-Star luminescence, 30 min; active compounds read high; 1 = vehicle-only enzyme, 0 = enzyme-free background;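 active means activation factor of the enzyme at least 2-fold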; further: the source names both 10 and 20 µM as test concentration; values of inactives mirror those of a sister screen read the other way
ATG4B inh: ATG4B (human) cysteine protease inhibition | Q9Y4P1 | ATG4B cleavage of LC3-PLA2, NBD-HPC fluorescence, 1 h | inhibition, % at 8.33 µM | actives 0.51% (n = 340,000); in the data active means inhibition above about 40%
NALP3 yeast inh: blocks the NALP3 inflammasome reconstituted in yeast. actives 0.39% (n = 330,000). inhibition, % at 10 µM. Yeast reconstituted NLRP3/ASC/caspase-1, beta-gal luminescence, 24 h;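 active means inhibition of 50% or more; inactive means inhibition below 50%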;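 further: plate controls were induced DMSO wells for no effect and uninduced yeast grown without galactose for full effect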
mIAP activ: mouse IAP activation | muIAP, CDP-Star luminescence, 30 min; active compounds read high; 1 = vehicle-only enzyme signal, 0 = enzyme-free wells | activation factor at 10 µM | actives 0.24% (n = 330,000);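 active means activation factor of at least 2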; further: the source names both 10 and 20 µM as test concentration; values of inactives mirror those of a sister screen read the other way
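Assay system: mouse IAP enzyme; Reagent: CDP-Star chemiluminescent phosphatase substrate; Compound: DMSO-dissolved test compounds; Incubation: 30 min, room temperature; Technique: luminescence from enzymatic CDP-Star hydrolysis; Controls: DMSO-only wells and no-enzyme negative control.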
mIAP inh: blocks mouse intestinal alkaline phosphatase | purified mouse IAP, CDP-Star luminescence, 30 min | inhibition, % at 10 µM | actives 0.2% (n = 330,000) | AID 2806;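 active means inhibition of at least 40% at 10 µM in the primary screen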;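 further: plate controls were DMSO with enzyme for no effect and no enzyme wells for full effect; values of inactives mirror those of a sister screen read the other way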
An asterisk follows results filed as active.

SMILES	Apaf1 inhib	TIM10 inh	hIAP block	tim10-1 inh	hIAP act	ATG4B inh	NALP3 yeast inh	mIAP activ	mIAP inh
O=C(Nc1ccc2[nH]c(=O)[nH]c2c1)c1c(F)c(F)c(F)c(F)c1F	-0.2	-5.1	-4.5	13.4	1.04	-5.8	13.4	0.93	7.0
CSCCC(NC(=O)COc1ccccc1)C(=O)N1CCN(C(C)=O)CC1 (centres undefined)	0.2	4.8	-0.1	0.8	1	0.5	-3.5	0.919	8.1
CCOc1ccc(C(C)=O)cc1CSc1nnnn1-c1ccc(O)cc1	5.6	17.1	-11.9	23.8	1.12	-0.2	14.2	0.99	1.0
CCN1CCN(CCC(=O)Nc2cccc(OC)c2)CC1	-21.8	-1.5	-18.3	-0.3	1.18	2.4	-6.4	1.02	-1.8
N#Cc1ccccc1Cn1cc(/C=N/Nc2ccc([N+](=O)[O-])cn2)c2ccccc21	5.1	22.8	15.2	9.7	0.848	-6.2	29.3	0.842	15.8
CC(=O)NCCCNc1ccc([N+](=O)[O-])cc1	3.7	-11.7	1.4	-21.1	0.986	1.8	-0.7	1.13	-13.1
C=CCNC(=O)c1cc2cccc(OC)c2oc1=O	-3.4	-6.3	-10.5	-4.7	1.1	-6.7	4.6	0.897	10.3
CCOC(=O)/C=c1\s/c(=C\c2ccc(C(=O)OC)cc2)c(=O)n1CC(=O)Nc1ccccc1	-9.0	-0.6	7.8	10.5	0.922	0.3	5.9	0.912	8.8
CN(C)C(CNC(=S)Nc1ccc(F)cc1)c1cccnc1 (centres undefined)	-12.6	-1.1	6.4	12.0	0.936	-2.9	6.0	0.914	8.6
Cc1ccc(NC(=O)C2=C(c3ccccc3)S(=O)(=O)CCS2(=O)=O)cc1	-4.8	39.2	13.0	35.6	0.87	-3.2	9.4	1.01	-0.6
CCOC(=O)N1CCN(C(=O)CCc2ccccc2)CC1	6.2	-12.2	-29.0	-17.3	1.29	-2.1	14.8	1.08	-8.1
CC(C)C1N(C(=O)CN2CCCCC2)CCN1S(=O)(=O)c1ccccc1 (centres undefined)	-0.4	4.4	5.4	2.7	0.946	0.4	20.2	1.01	-1.2
Cc1noc(C)c1COc1cccc(C(=O)Nc2ccc(OCc3ccccc3)cc2)c1	8.7	-19.4	-3.3	-3.4	1.03	-7.5	29.1	1.03	-3.1
COc1ccc(NC(C)=O)cc1NC(=O)c1cccc(S(=O)(=O)N2CCN(Cc3ccccc3)CC2)c1	13.1	1.6	-0.7	7.8	1.01	-8.3	1.7	0.976	2.4
COc1cccc(-n2nnc3c(=O)n(CC(=O)NCC4CCCO4)cnc32)c1 (centres undefined)	6.8	-8.8	-8.0	-20.6	1.08	-3.8	10.4	1.04	-4.0
CC(C)N(C)CCOC(=O)c1ccccc1Br	-2.7	-5.0	0.8	0.5	0.992	2.3	-15.0	1.09	-9.5
CCOC(=O)c1cnc2c(c(C)nn2CC)c1NC1CC1	-21.8	14.5	-1.8	31.1	1.02	0.7	32.1	1.03	-2.7
O=C(Nc1ccc(O)cc1)c1cc2n(n1)C(C(F)(F)F)CC(c1ccco1)N2 (centres undefined)	2.1	-4.5	8.0	-1.9	0.92	-2.5	-6.0	0.935	6.5
COc1cc(/C=N/NC(=O)c2cccc3ccccc23)ccc1OCC(N)=O	-6.4	17.1	5.8	11.9	0.942	2.3	3.3	1	-0.3
O=C(Nc1ccc(N2CCOCC2)cc1)c1cn2ccccc2n1	0.7	19.9	-3.1	12.3	1.03	-9.8	5.6	0.975	2.5
CC1CC(=O)C2=C(C1)OC(N)=C(C#N)C2c1coc2ccccc2c1=O (centres undefined)	-1.1	-3.3	-6.5	-4.2	1.06	-8.2	0.3	1.06	-6.1
O=C(COC(=O)c1cncc(Br)c1)NCc1ccccc1Cl	-4.0	-3.4	7.1	-12.5	0.929	12.1	24.8	0.986	1.4
COc1ccccc1Nc1ccc(NC(=O)c2cccc([N+](=O)[O-])c2C)cc1	8.4	24.5	20.9	29.3	0.791	-8.0	20.2	0.896	10.4
CS/C(=C\[N+](=O)[O-])Nc1ccc(OC(F)(F)F)cc1	-11.8	26.7	-15.1	33.5	1.15	-4.5	38.8	0.888	11.2
CCOC(=O)COc1ccc(S(=O)(=O)NCc2ccncc2)cc1	-0.7	4.9	5.4	-2.8	0.946	-4.4	8.6	0.977	2.3
FC(F)(F)c1ccccc1NC(=S)N1CCN(c2ccccn2)CC1	-9.0	7.7	-15.0	10.9	1.15	-11.0	8.8	1.02	-1.8
O=C(CSc1ccc(Br)cc1)NCC1CCCO1 (centres undefined)	-2.4	-0.9	4.4	18.1	0.956	-1.6	-16.2	1.01	-1.2
Cc1c(C(=O)NCc2cccnc2)oc2ccc(S(=O)(=O)N3CCC4(CC3)OCCO4)cc12	-23.2	18.1	-8.8	16.8	1.09	-15.4	1.7	0.927	7.3
Cc1ccc2c(c1)[C@H]1[C@H](CO2)[C@H](c2ccccc2)[C@]2(C)C(=O)N(Cc3ccccc3)CC(=O)N12	24.7	14.5	-6.2	23.1	1.06	0.2	8.3	0.945	5.5
COc1ccc(NC(=O)CSc2nnc(Cc3ccc(C)cc3)c(=O)n2N)cc1OC	1.2	9.1	-2.7	-1.7	1.03	-16.4	15.7	0.965	3.5
CC(C)(C)OC(=O)C[C@H]1C/C=C\C[C@H](CC(=O)N[C@@H](CO)Cc2ccccc2)C(=O)N[C@H](C(C)(C)C)COC1=O	-6.1	1.3	1.5	-9.3	0.985	-10.7	10.9	1.06	-5.7
CCOCCOC(=O)C1=C(C)NC(=O)NC1c1ccc2c(c1)OCO2 (centres undefined)	-15.0	-7.8	3.9	1.6	0.961	2.6	17.0	1.02	-1.9
CCC(=O)OC1CSc2nc3ccccc3n2C1 (centres undefined)	10.1	18.8	-4.8	0.0	1.05	-5.9	-5.3	1.1	-10.5
CC(=O)c1cccc(N(CC(=O)Nc2ccc(S(=O)(=O)N3CCOCC3)cc2)S(C)(=O)=O)c1	1.0	8.2	10.0	7.2	0.9	6.7	-9.5	0.938	6.2
Cc1ccc(Nc2cc(C)nc(N3CCOCC3)n2)c(C)c1	2.6	-11.0	-12.9	-2.4	1.13	-0.1	5.9	0.928	7.2
CC1CCN(S(=O)(=O)c2cn(CC(=O)N3CCN(c4cccc(C(F)(F)F)c4)CC3)cn2)CC1	21.8	4.3	-20.7	-9.1	1.21	-12.8	3.0	1.05	-4.8
Cc1ccc(C)c(NC2=NC3(CCCCC3)N=C(N)N2)c1	7.9	-4.5	-7.0	9.8	1.07	5.9	-1.6	1.15	-14.7
c1ccc(-c2cnnc(SCc3cn4cccnc4n3)n2)cc1	8.6	10.8	12.4	18.6	0.876	-0.5	14.5	1.12	-12.2
NS(=O)(=O)c1ccc(Sc2nc3ccccc3s2)c([N+](=O)[O-])c1	-5.8	27.1	-5.7	20.0	1.06	-4.1	11.7	0.925	7.5
COc1ccccc1NC(=O)CN1CCN(CC(=O)Nc2ccc(F)cc2)CC1	0.6	1.7	1.2	-2.2	0.988	-6.3	22.7	0.991	0.9
COc1ccc(/C=C(\C)C(=O)c2c(C)cc(C)[nH]c2=O)cc1	-16.7	6.1	-13.6	0.1	1.14	3.1	-3.6	1.1	-10.4
NC1=NN=C(c2ccc3c(c2)OCCO3)CS1	-10.7	-2.8	15.1	9.7	0.849	-6.0	9.5	0.829	17.1
O=C(c1ccccc1)N1CCN(CC2CC=CCC2)CC1 (centres undefined)	2.0	4.3	29.5	5.3	0.705	-0.1	-4.4	0.967	3.3
O=C(Cc1cccs1)NNC(=O)c1ccccc1Cl	-9.9	0.2	4.2	8.5	0.958	-7.0	10.6	1.02	-2.3
CC1(C)CC(=O)C=C(c2ccc(-c3ccccc3)cc2)C1	-0.1	14.2	13.2	15.8	0.868	-3.8	9.2	1.01	-1.1
COC(=O)c1ccccc1NC(=O)C1CCCO1 (centres undefined)	9.1	-17.6	-7.4	3.8	1.07	1.4	11.9	1.1	-10.3
COc1cccc2c1-c1c(O)cccc1C2=O	2.9	-17.7	-12.6	-2.3	1.13	-5.2	22.4	0.899	10.1
CC(=O)c1ccc(N2CCN(C(=O)c3ccc4c(=O)n(-c5ccccc5)c(=O)[nH]c4c3)CC2)cc1	-5.7	14.1	16.7	5.9	0.833	-2.7	0.7	1.03	-3.1
Cc1cc(C)c2cc(C#N)c(NCCNC(=S)NCCCN3CCOCC3)nc2c1	-0.5	-3.1	4.4	5.0	0.956	-8.1	8.7	1.05	-4.7
Fc1ccc(CNCc2ccccc2C(F)(F)F)cc1	12.9	-6.3	9.0	-3.4	0.91	3.5	-3.7	1.04	-4.3
CCc1nnc(NC(=O)c2cccc(S(=O)(=O)N3CCc4ccccc43)c2)s1	6.8	4.7	-15.2	4.7	1.15	-20.0	8.8	0.93	7.0
Cc1ccc(C(=O)C[n+]2cc(-c3ccc(C)cc3)n3c2CCCCC3)cc1	0.6	46.4*	-22.4	30.2	1.22	3.7	6.8	1.18	-17.7
CCS(=O)(=O)c1nc(S(=O)(=O)c2ccc(Cl)cc2)c(N2CCC(O)CC2)s1	5.2	3.9	-7.4	-17.4	1.07	-1.3	5.0	1.01	-1.3
CCn1c(CNC(=O)c2ccc3c(c2)OCO3)nnc1SCC(=O)Nc1ccccc1F	-3.2	-5.1	-0.2	-2.0	1	-2.9	9.3	0.99	1.0
Cc1sc(NC(=O)C2CSC3(C)CCC(=O)N23)nc1-c1ccc(F)cc1 (centres undefined)	22.6	-3.6	9.0	8.3	0.91	-6.5	14.7	1.08	-7.6
O=C(CSc1nnc(CNC(=O)c2ccc(F)cc2)o1)NCc1ccccc1Cl	-3.4	4.8	-15.1	-7.4	1.15	-2.8	-2.8	0.977	2.3
COc1cccc(OC)c1NC(=O)c1nc2c(nnn2Cc2ccccc2Cl)c(=O)[nH]1	-3.0	6.8	-0.4	9.2	1	-1.1	12.4	0.89	11.0
O=C(NCCc1cccc(Cl)c1)C1CCC(=O)N(Cc2ccc(Cl)cc2)C1 (centres undefined)	14.0	1.7	-15.9	14.3	1.16	3.6	14.7	1.07	-6.7

Five records picked at random from the list so far:
SMILES	Apaf1 inhib	TIM10 inh	hIAP block	tim10-1 inh	hIAP act	ATG4B inh	NALP3 yeast inh	mIAP activ	mIAP inh
Cc1cc(C)c2cc(C#N)c(NCCNC(=S)NCCCN3CCOCC3)nc2c1	-0.5	-3.1	4.4	5.0	0.956	-8.1	8.7	1.05	-4.7
O=C(CSc1nnc(CNC(=O)c2ccc(F)cc2)o1)NCc1ccccc1Cl	-3.4	4.8	-15.1	-7.4	1.15	-2.8	-2.8	0.977	2.3
Cc1ccc(C(=O)C[n+]2cc(-c3ccc(C)cc3)n3c2CCCCC3)cc1	0.6	46.4*	-22.4	30.2	1.22	3.7	6.8	1.18	-17.7
CCn1c(CNC(=O)c2ccc3c(c2)OCO3)nnc1SCC(=O)Nc1ccccc1F	-3.2	-5.1	-0.2	-2.0	1	-2.9	9.3	0.99	1.0
COc1cccc2c1-c1c(O)cccc1C2=O	2.9	-17.7	-12.6	-2.3	1.13	-5.2	22.4	0.899	10.1
